Compound activity as filed in PubChem BioAssay.
hgDAF12 agonist: hgDAF-12 agonism, primary luciferase screen | actives 1.8% (n = 370,000) | HEK293 GAL4-hgDAF12 UAS-luciferase reporter, agonist luminescence; normalized to butyrate control | activation, % at 6.8 µM;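 active means activation above a cutoff set at the mean of all screened compounds plus 3 SD, cut at about 10% in these data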;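 further: 0% = DMSO wells and 100% = sodium butyrate wells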
SMARCA2 act: SMARCA2 function activation, primary screen | MG213 cells, MMTV-luciferase reporter, dexamethasone, overnight | actives 1% (n = 370,000) | activation, % at 9.1 µM; in the data active means activation above about 7.8%;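 further: 0% = vehicle wells and 100% = reference activator wells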
DAX1 inh-1: NR0B1 (DAX1) inhibition; AID 504766; actives 0.99% (n = 340,000); HEK293 Gal4-DAX1 luciferase reporter, luminescence; inhibition, % at 6.75 µM;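 active means inhibition above the mean over all tested compounds plus 3 SD, cut at about 4.2% in these data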;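 further: 0% = DAX1-transfected cells with DMSO and 100% = empty-vector control cells with DMSO; inhibition shows as a rise in luminescence from relieved DAX1 repression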
Target sequence (P51843 207-470 limits assumed): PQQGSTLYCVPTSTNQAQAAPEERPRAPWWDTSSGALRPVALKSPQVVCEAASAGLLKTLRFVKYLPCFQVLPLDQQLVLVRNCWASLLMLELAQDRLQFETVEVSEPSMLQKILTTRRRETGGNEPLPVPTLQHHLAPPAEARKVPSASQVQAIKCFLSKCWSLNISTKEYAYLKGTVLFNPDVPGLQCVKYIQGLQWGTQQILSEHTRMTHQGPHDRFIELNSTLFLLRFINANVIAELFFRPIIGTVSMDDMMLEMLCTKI
ssDAF12 agonist: activates DAF-12 receptor from parasite S. stercoralis; HEK293 ssDAF-12/GRIP1 lit1-tk-luc reporter, luminescence; % of 3 µM dafachronic acid response; activation, % at 6.8 µM; actives 1% (n = 370,000);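 active means activation above the mean over all tested compounds plus 3 SD, cut at about 0.9% in these data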;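 further: 0% = DMSO-only wells and 100% = 3 µM delta7-dafachronic acid wells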
PLC-gamma1 inh: PLC-gamma1 (human) inhibition, primary screen. inhibition, % at 12.2 µM. actives 0.84% (n = 370,000). purified PLC-gamma1, fluorogenic substrate, fluorescence; in the data active means inhibition above about 9.5%
hcDAF12 agonist: activators of H. contortus DAF-12 nuclear receptor; HEK293 hcDAF-12 lit1-tk-luc reporter, luminescence; 0% DMSO, 100% Δ7-dafachronic acid; AID 652067; actives 1.4% (n = 370,000); activation, % at 6.8 µM;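 active means activation above the mean of all tested compounds plus 3 SD, cut at about 5.5% in these data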;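 further: 100% = response to 3 µM Δ7-dafachronic acid high control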
ADAM17 inh: ADAM17 inhibition, QFRET primary screen; AID 720648; actives 0.83% (n = 370,000); recombinant ADAM17, EDANS/DABCYL FRET peptide cleavage; P78536; inhibition, % at 6.95 µM;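 active means inhibition above the mean of compounds lying between control limits plus 3 SD, set per campaign, cut at about 8.5% in these data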;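 further: 0% = DMSO-only wells as the low control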
Target sequence (P78536 215-824 limits assumed): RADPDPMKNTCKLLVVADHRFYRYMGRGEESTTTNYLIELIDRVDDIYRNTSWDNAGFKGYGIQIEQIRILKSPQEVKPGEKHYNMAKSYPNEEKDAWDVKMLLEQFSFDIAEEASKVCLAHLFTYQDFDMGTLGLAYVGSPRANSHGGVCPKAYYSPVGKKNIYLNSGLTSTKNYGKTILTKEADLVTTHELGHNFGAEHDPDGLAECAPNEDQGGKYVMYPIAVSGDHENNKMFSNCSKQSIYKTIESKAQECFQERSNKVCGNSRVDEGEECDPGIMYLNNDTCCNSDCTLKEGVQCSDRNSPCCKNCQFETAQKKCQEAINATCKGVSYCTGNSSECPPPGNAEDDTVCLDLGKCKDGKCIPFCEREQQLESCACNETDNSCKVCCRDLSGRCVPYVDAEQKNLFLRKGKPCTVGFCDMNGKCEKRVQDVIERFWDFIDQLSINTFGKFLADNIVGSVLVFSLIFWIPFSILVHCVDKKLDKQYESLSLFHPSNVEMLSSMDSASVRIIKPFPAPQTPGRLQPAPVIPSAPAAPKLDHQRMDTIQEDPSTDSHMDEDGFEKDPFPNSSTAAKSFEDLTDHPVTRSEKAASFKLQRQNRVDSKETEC
MBD2 DNA inh: MBD2-methylated oligo binding inhibition | Q9UBB5 | TR-FRET, MBD2 binding to methylated oligonucleotide | inhibition, % at 4.4 µM | actives 0.31% (n = 370,000) | AID 686964; in the data active means inhibition above about 13%
PLC-beta3 inh: inhibitors of human phospholipase C beta3. actives 0.18% (n = 370,000). inhibition, % at 12.2 µM. Purified PLC-beta3, fluorogenic substrate, fluorescence. Q01970; in the data active means inhibition above about 11%;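 further: 0% = median of compound wells on plate and 100% = full blocker control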
DAX1 inh-2: blocks DAX1 repression of SF-1 activated StAR promoter; HEK293T StAR-luciferase reporter, SF-1/DAX-1 repression relief; actives 1.1% (n = 370,000); AID 652010; inhibition, % at 6.8 µM;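 active means inhibition above the mean over all tested compounds plus 3 SD, cut at about 3.6% in these data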;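 further: 0% = DAX-1 cells with DMSO and 100% = cells lacking DAX-1 with DMSO; higher inhibition means more luminescence from relief of DAX-1 repression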
Rev-erbA mod: modulates human Rev-erb alpha binding to DNA | actives 0.79% (n = 370,000) | activity, % at 10 µM | P20393 | Rev-erbα–FITC-DNA binding, fluorescence polarization, 90 min | AID 1259318;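 active means activity above about 14%, limit read from the data; passing the limit was not always enough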;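 further: 0% = DMSO wells with 35 nM protein and 100% = DMSO wells with 750 nM protein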
Starred values were filed as active, the others as inactive; i = inactive; · = no result given.

SMILES	hgDAF12 agonist	SMARCA2 act	DAX1 inh-1	ssDAF12 agonist	PLC-gamma1 inh	hcDAF12 agonist	ADAM17 inh	MBD2 DNA inh	PLC-beta3 inh	DAX1 inh-2	Rev-erbA mod
CSc1nc2ncncc2[nH]1	0.4	3.2	-0.2	-1.1	-0.1	-2.2	-0.9	-1.5	0.3	-2.2	1.5
O=C(O)C(c1ccccc1)N1CCCCC1 (stereo unspecified)	-0.6	-4.0	0.2	-1.8	0.5	-0.7	1.0	-2.6	-37.4	0.1	5.4
CC(=O)N1CCc2cc(Br)cc(S(=O)(=O)NCc3ccc(Cl)cc3)c21	1.0	-1.9	-1.2	-1.9	-0.4	0.7	-2.0	4.4	-7.1	-0.6	-1.7
N#Cc1c(NCc2ccccc2)ccnc1Cl	-1.3	-4.7	-0.9	-1.5	2.5	-1.4	-1.0	2.3	-5.4	-0.8	1.6
CCOC(=O)C1CCCN(C(=O)COc2ccc(C(=O)c3ccc(F)cc3)cc2)C1 (stereo unspecified)	-2.4	-1.6	-0.5	-1.7	-4.5	0.9	-2.3	-1.3	-12.3	-1.6	2.9
CC1CCCN(C(=O)Nc2ccc(Br)cc2Cl)C1 (stereo unspecified)	6.8	1.5	0.4	-0.7	-0.2	-0.9	0.7	-5.0	2.9	1.0	-2.5
CCCOc1ccccc1N/C(=N\S(=O)(=O)c1ccc(C)cc1)Nc1nc(C)cc(C)n1	-1.6	0.5	0.2	-0.7	3.8	-1.2	1.9	1.6	3.4	0.5	-5.3
CCC1CCCCN1S(=O)(=O)c1ccc(S(=O)(=O)N2CCN(S(=O)(=O)CC)CC2)cc1 (stereo unspecified)	-0.9	-1.5	1.1	-0.5	0.3	-0.9	-1.6	-1.7	1.9	0.9	-3.0
O=S1(=O)C=CCN1Cc1cn(Cc2ccc(F)cc2)nn1	2.8	3.4	·	-1.0	2.4	-1.9	1.1	-3.3	2.7	0.8	1.4
C=CCC[C@@H](Cc1ccc(F)cc1)C(=O)OC[C@H](C)NC(=O)[C@H](CC=C)CC(=O)N(CCO)Cc1ccccc1	-3.2	-2.0	-0.8	-1.1	-1.5	-1.7	-0.8	-3.9	1.2	-0.5	-4.6
CN(C)C(=O)c1ccc(NC(=O)COC(=O)/C=C/c2cccs2)cc1	0.4	-1.1	0.3	0.2	0.9	-1.5	-0.3	-2.0	1.7	0.7	1.1
CC(=O)c1ccc2cc3c(cc2c1)OCO3	-0.1	-2.1	1.6	-1.5	-45.5	-0.1	-17.2	0.9	-53.1	-0.3	0.4

Record cards, from the list above.
Shown for CCOC(=O)C1CCCN(C(=O)COc2ccc(C(=O)c3ccc(F)cc3)cc2)C1 (stereo unspecified) = hgDAF12 agonist = -2.4; SMARCA2 act = -1.6; DAX1 inh-1 = -0.5; ssDAF12 agonist = -1.7; PLC-gamma1 inh = -4.5; hcDAF12 agonist = 0.9; ADAM17 inh = -2.3; MBD2 DNA inh = -1.3; PLC-beta3 inh = -12.3; DAX1 inh-2 = -1.6; Rev-erbA mod = 2.9
Shown for CC(=O)c1ccc2cc3c(cc2c1)OCO3 = hgDAF12 agonist = -0.1; SMARCA2 act = -2.1; DAX1 inh-1 = 1.6; ssDAF12 agonist = -1.5; PLC-gamma1 inh = -45.5; hcDAF12 agonist = -0.1; ADAM17 inh = -17.2; MBD2 DNA inh = 0.9; PLC-beta3 inh = -53.1; DAX1 inh-2 = -0.3; Rev-erbA mod = 0.4

Remaining list, next part:
SMILES	hgDAF12 agonist	SMARCA2 act	DAX1 inh-1	ssDAF12 agonist	PLC-gamma1 inh	hcDAF12 agonist	ADAM17 inh	MBD2 DNA inh	PLC-beta3 inh	DAX1 inh-2	Rev-erbA mod
O=C1C2CCCN2C(c2cccs2)N1c1ccc(Cl)cc1 (stereo unspecified)	-1.0	-0.8	-1.0	-1.1	-0.5	-1.9	0.3	2.0	-0.6	0.1	-4.8
O=[N+]([O-])c1cccc2ccc(/C=C/c3ccc(C(F)(F)F)cc3)nc12	2.0	-0.6	0.2	-0.3	3.4	7.6*	0.8	-0.3	3.2	-0.2	1.1
CC(C)c1nc(C(=O)N2CCc3c([nH]c4ccccc34)C2c2ccccn2)cs1 (stereo unspecified)	-0.6	-1.1	·	-0.7	-3.1	-1.8	-1.1	-1.7	-2.0	-0.2	1.9
CCCn1c(CN(C)Cc2ccccc2)nc2c1c(=O)n(C)c(=O)n2C	-3.4	-3.0	-3.8	-1.8	3.9	-3.8	0.5	-1.4	2.6	-1.6	-5.0
CCCOc1cccc(-c2cc(-c3n[nH]c(=S)n3CC)c3ccccc3n2)c1	0.9	0.2	-0.7	-0.7	-25.2	-1.4	1.9	1.9	-41.4	-0.2	-1.6
Cn1c(=O)c2ccccc2n(CC(=O)Nc2ccc3c(c2)OCCO3)c1=O	-2.5	-1.7	-2.2	-1.5	-0.6	-2.6	-2.1	0.4	-4.0	-0.6	5.7
O=C(CNC(=O)c1ccc(Cl)cc1Cl)Nc1ccc(F)cc1	-1.8	-5.1	0.8	-1.3	-0.3	-1.6	-4.4	1.7	-6.5	0.0	-5.4
COc1ccc(-c2noc(CCC(=O)NCc3cccnc3)n2)cc1OC	0.2	-1.2	-1.0	-1.2	3.5	-0.3	-4.2	-4.4	-0.1	0.7	-0.3
COC(=O)[C@]12C[C@H](CC(=O)NCC34CC5CC(CC(C5)C3)C4)C(=O)N(Cc3ccc4c(c3)OCO4)C1=C[C@H](COCc1ccccc1)O[C@@H]2C	-0.9	-5.5	·	-1.2	-0.2	-1.8	-0.9	2.4	3.6	-1.0	2.1
CCOc1cccc(NC(=O)/C(C#N)=C\c2cccnc2)c1	2.4	1.1	0.7	-1.9	0.4	1.9	-1.8	2.6	-7.4	-0.2	-5.9
Cc1c(C)n(CCc2ccccc2)c2ncnc(NN)c12	-0.4	-1.8	0.3	-1.2	-20.0	-2.8	-12.5	-0.9	-31.1	-0.2	2.6
CC1C(=O)Nc2ccc(S(=O)(=O)Nc3ccccc3Br)cc2NC1=O (stereo unspecified)	-0.6	-1.7	0.9	-1.6	5.9	-0.3	4.5	3.6	3.2	0.7	-0.7
Cc1ccccc1CS(=O)(=O)CCC(=O)NCc1ccc(F)cc1Cl	0.4	0.9	-0.4	-1.2	0.8	-0.6	-1.5	-2.3	-7.7	-0.4	3.9
Cc1cc(OC(C)C(=O)NCC2CCC(C(=O)O)CC2)c2c(C)c(C)c(=O)oc2c1 (stereo unspecified)	3.2	0.6	2.5	-1.8	-13.2	0.5	-10.3	5.8	-11.6	-0.2	5.2
Cc1cccc(CSc2ncnc3c2cnn3Cc2ccccc2)c1	-2.1	4.2	-1.0	-1.7	6.7	-1.2	1.6	-0.9	0.8	-0.5	4.0
COc1cc2c(cc1NC(=O)c1ccccc1-c1ccccc1C(=O)O)-c1ccccc1C2	-3.8	0.9	-0.3	-1.4	-8.4	-0.7	-0.7	2.6	-7.7	-0.1	-6.0
O=C(O)C(=Cc1ccccc1[N+](=O)[O-])c1ccccc1	2.8	-2.5	0.0	-1.1	5.1	-0.7	-3.1	-5.7	-0.8	-0.5	5.7
CCC(C)(C)C1CCC(=NNC(=O)c2ccoc2C)CC1 (stereo unspecified)	17.6*	11.3*	0.6	0.3	0.4	3.5	-2.7	3.8	0.7	4.7*	3.1
Cn1c(SCC(=O)NC(=O)NCc2ccccc2)nnc1C(F)(F)F	-1.4	-2.1	0.8	-0.9	0.9	-0.7	-4.7	1.1	-1.5	-0.8	-3.9
O=C(N/N=C/c1ccsc1)c1cc(O)cc(O)c1	2.1	2.3	-1.0	-0.8	0.6	-0.6	-2.7	2.4	0.1	-0.1	1.9
CC(C)NC(=O)N(C)C[C@@H]1Oc2cc(C#Cc3ccccn3)ccc2S(=O)(=O)N([C@@H](C)CO)C[C@H]1C	-3.3	2.0	0.4	-0.8	-1.0	-1.4	1.7	-7.7	-4.5	-0.8	-3.0
Cc1cccc(N2C(=O)NC3(CCCCC3)C2=O)c1	-1.1	-0.4	0.7	-0.8	-1.8	-2.1	-2.8	1.9	2.4	0.0	-3.8
COc1ccccc1Cc1nc(-c2ccc(Br)o2)no1	3.6	0.3	-1.8	0.7	-2.4	8.1*	-0.1	-2.3	-1.7	2.8	-2.6
O=C(Nc1cccnc1Cl)c1cc(-c2cccc(Cl)c2)on1	-0.4	-2.7	1.4	-1.1	1.7	-2.0	-1.8	-1.2	0.5	-0.1	4.4
O=C(c1cc2nc(C3CC3)cc(C(F)F)n2n1)N1CCOCC1	-0.1	-0.3	0.1	-1.1	-14.1	0.6	-3.5	2.5	-22.3	-0.6	-8.3
Cc1cccc(N2CCN(C(C(=O)NCc3ccccc3)c3ccc(F)cc3)CC2)c1C (stereo unspecified)	3.6	-0.5	·	-0.7	0.1	0.6	-3.3	-0.4	2.7	0.7	5.0
COC(=O)CC1=C(C(=O)OC)C(c2cccs2)C(C#N)=C(N)O1 (stereo unspecified)	0.8	-1.2	0.2	-1.0	-19.2	0.6	-5.7	-4.5	-28.7	0.4	2.1
Cc1nc2cc(Cl)c(Cl)cc2n1-c1ccccn1	-0.2	1.9	1.3	-0.8	-41.3	-2.0	-48.8	5.6	-56.0	-0.3	-5.8
CCOC(=O)c1c(C)nc(-c2ccccc2)nc1NC(=O)C(C)C	5.0	1.2	2.0	-0.5	-1.7	4.5	-6.3	1.2	-2.6	1.1	-3.3
CCCCCCCN1C(N(C)C)=NC[C@@H]1Cc1ccccc1	-2.4	-1.4	1.1	-1.1	3.6	-1.0	-5.3	-0.1	2.8	-0.7	0.2
Cc1nn(C)cc1S(=O)(=O)N1CCN(c2ccccc2F)CC1	-1.1	-1.4	0.4	-1.1	3.3	-1.3	-1.4	1.6	-9.2	1.6	-2.7
O=C(N/N=C/c1ccc2c(c1)OCO2)c1ccc(Cn2cc([N+](=O)[O-])cn2)o1	5.2	2.2	-0.2	-1.3	-5.1	-0.9	-1.8	-1.2	-7.8	0.5	-4.8
COc1ccc(-c2noc(CCC(=O)NC3CCCCCC3)n2)cc1	1.6	-3.4	-0.5	-0.9	-0.7	-2.4	-0.7	-1.3	-5.5	-0.4	0.8
O=C(Cn1c(=O)[nH]c2sc3c(c2c1=O)CCCC3)NCC1CCCO1 (stereo unspecified)	-0.6	-2.0	-0.2	0.3	3.1	1.6	-0.5	1.7	-7.5	-0.1	1.1
CC(c1ccccc1)N1C(=O)NC(NC(=O)C(C)(C)C)(C(F)(F)F)C1=O (stereo unspecified)	1.4	-1.9	-0.8	-0.8	3.1	-3.2	-3.4	3.3	0.5	-0.4	-0.8
CN(C)c1ccc(C(=O)Nc2cccc(S(=O)(=O)NC3=NCCCCC3)c2)cc1	-0.2	2.5	0.0	-0.5	-4.6	1.1	0.5	-4.8	-6.4	-1.3	-2.9
CN(C(=O)COC(=O)C12CC3CC(CC(C3)C1)C2)c1c(N)n(Cc2ccccc2)c(=O)[nH]c1=O	-0.4	1.0	0.6	-0.9	0.2	1.1	-2.7	1.3	-7.8	-0.3	2.0
CCNC(=S)Nc1ccc2c(c1)c(=O)n(C)n2-c1ccc(C(C)(C)C)cc1	0.4	-3.8	·	-1.7	i	1.4	-209.7	6.5	i	-1.0	4.6
COc1ccc(S(=O)(=O)NCC2CCCN(C(=O)c3cccnc3)C2)cc1 (stereo unspecified)	-0.4	-1.9	1.6	-1.9	0.1	0.3	-1.0	-5.1	-2.9	0.2	0.0
O=C(N/N=C/c1ccc2c(c1)OCO2)c1cccs1	24.3*	9.2*	3.2	1.5*	-30.1	6.1*	-1.8	-3.1	-32.8	4.4*	-1.0
